Screening results: PubChem BioAssay, several laboratories
Wnt act: Wnt/beta-catenin pathway activators, primary screen, cell-based, plate reader, single point | Wnt/beta-catenin reporter cell assay, activator | activation, % at 9.35 µM | AID 743398, 2014 | hit rate 1.2% among 300,000; in the data active means activation above about 30%, passing the limit was not always enough;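 further: 0% = neutral control wells and 100% = positive control wells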
dFosB activator: activators of delta FosB homodimer, primary screen, biochemical, fluorescence polarization, TAMRA-CDK5 oligo, single point; hit rate 0.99% among 340,000; purified delta FosB; percent of positive-control signal above neutral wells; activation, % at 25 µM;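 active means mean activation above about 17%, with every replicate also reaching it, limit read from the data, passing the limit was not always enough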;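 further: fluorescence polarization rise as delta FosB binds a TAMRA Cdk5 AP-1 oligo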
PvdQ inh: P. aeruginosa PvdQ acylase inhibitors, primary screen, biochemical, fluorescence, plate reader and imaging, single point; purified PvdQ acylase; hit rate 0.063% among 340,000; AID 488965, 2010; inhibition, % at 10 µM; in the data active means inhibition above about 30%, passing the limit was not always enough;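 further: 0% = vehicle neutral wells and 100% = reference inhibitor wells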
HTR5A ag: HTR5A agonists in luminescence cell assay, primary screen, counter-screen for OPRM1-OPRD1 heterodimer agonist project, full-deck HTS; hit rate 0.61% among 340,000; activation, % at 9.3 µM; cell-based; in the data active means activation mostly above about 9.5%, no sharp cut-off; inactive means mostly below about 7.6%;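 further: 0% = cells with vehicle only and 100% = reference agonist; strong numbers were not always called active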
Target sequence (P47898 whole entry, looked up): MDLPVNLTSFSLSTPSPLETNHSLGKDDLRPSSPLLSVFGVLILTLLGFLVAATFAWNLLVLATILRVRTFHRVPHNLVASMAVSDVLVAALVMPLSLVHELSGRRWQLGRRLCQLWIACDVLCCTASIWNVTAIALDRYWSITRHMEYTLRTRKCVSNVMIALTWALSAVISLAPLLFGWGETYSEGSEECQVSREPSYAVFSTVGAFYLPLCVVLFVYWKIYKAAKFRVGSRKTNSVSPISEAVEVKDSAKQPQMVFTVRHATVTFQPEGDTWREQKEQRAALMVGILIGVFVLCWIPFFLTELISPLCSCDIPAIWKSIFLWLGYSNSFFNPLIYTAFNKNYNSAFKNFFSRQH
SR-BI HDL uptake: inhibitors of SR-BI mediated HDL lipid uptake, primary screen, ldlA[mSR-BI] cells, fluorescence, single point; inhibition, % at 12.5 µM; Scavenger receptor class B member 1 (Mus musculus), Q61009; AID 488896, 2010; hit rate 0.96% among 320,000; ldlA[mSR-BI] CHO cells, DiI-HDL uptake fluorescence, 3 h;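 active means mean replicate inhibition of at least 70% and a set share of replicates each scoring 70 or more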;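 further: 0% = median of neutral control wells and 100% = median of positive control wells; values of inactives mirror those of a sister screen read the other way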
Target sequence (Q61009 whole entry, looked up): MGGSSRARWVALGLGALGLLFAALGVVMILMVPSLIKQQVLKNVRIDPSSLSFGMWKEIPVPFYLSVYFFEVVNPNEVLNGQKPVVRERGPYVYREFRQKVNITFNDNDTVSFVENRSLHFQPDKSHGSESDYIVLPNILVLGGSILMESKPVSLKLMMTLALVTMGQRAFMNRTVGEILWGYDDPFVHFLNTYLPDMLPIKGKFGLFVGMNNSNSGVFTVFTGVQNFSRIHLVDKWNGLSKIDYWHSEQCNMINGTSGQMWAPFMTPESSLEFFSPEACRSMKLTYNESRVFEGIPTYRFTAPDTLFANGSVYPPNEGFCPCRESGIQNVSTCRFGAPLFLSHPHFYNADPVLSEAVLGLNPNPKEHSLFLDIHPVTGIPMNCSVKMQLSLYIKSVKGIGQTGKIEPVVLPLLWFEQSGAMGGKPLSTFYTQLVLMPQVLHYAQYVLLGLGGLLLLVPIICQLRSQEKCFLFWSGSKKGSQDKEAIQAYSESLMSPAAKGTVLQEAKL
HTR5A inv ag: HTR5A inverse agonists in luminescence cell assay, primary screen, counter-screen for OPRM1-OPRD1 heterodimer inverse agonist project, full-deck HTS | hit rate 0.083% among 340,000 | HTR5A cell line, inverse agonism | inhibition, % at 9.3 µM | 5-hydroxytryptamine receptor 5A (Homo sapiens), P47898; in the data active means inhibition mostly above about 23%, no sharp cut-off; inactive means mostly below about 18%;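 further: 0% = cells with DMSO and 100% = no-cell wells with DMSO; some compounds called inactive have numbers as strong as hits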
NSD2 HMT inh: NSD2 histone methyltransferase inhibitors, primary screen, biochemical, AlphaScreen, single concentration, set 2; Histone-lysine N-methyltransferase NSD2 (Homo sapiens), O96028; NSD2 peptide methylation, 120 min; hit rate 0.54% among 310,000; inhibition, % at 12.5 µM; AID 743445, 2014; in the data active means inhibition above about 50%
V-ATPase pH: regulators of yeast V-ATPase proton pumping, primary screen, pHLuorin cytosolic pH fluorescence; hit rate 0.37% among 350,000; response, % at 10 µM; S. cerevisiae; AID 504577, 2011; in the data active means response mostly above about 7.3%, no sharp cut-off; inactive means mostly below about 5.4%; further: actives read high; inactives centre near 0; some compounds called inactive have numbers as strong as hits; reference of the scale not given here
MITF act: activators of MITF-driven TRPM1 promoter reporter, primary screen, cell-based, SK-MEL-5, luciferase, single point. SK-MEL-5 TRPM1-promoter luciferase, 24 h; % of positive control, neutral wells = 0. activation, % at 12.5 µM. hit rate 0.75% among 300,000;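 active means mean activation of at least 80% with every replicate also reaching 80%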;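 further: 0% = neutral control wells and 100% = parthenolide positive control wells; values of inactives mirror those of a sister screen read the other way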
CDK5 p35 inh: inhibitors of human CDK5/p35 kinase, primary screen, biochemical, single concentration | Cyclin-dependent kinase 5 (Homo sapiens) + Cyclin-dependent kinase 5 activator 1 (Homo … | inhibition, % at 10 µM | hit rate 0.01% among 330,000 | Recombinant CDK5/p35, ADP-Glo luminescence, 60 min;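 active means highest replicate inhibition of at least 50% and at least 75% of replicates reaching 50%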;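 further: plate controls were DMSO neutral control for no effect and GW8510 at 10 µM for full effect; many of its hits are not listed in these tables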
The depositor's hits bear a star; . = no result given.

SMILES	Wnt act	dFosB activator	PvdQ inh	HTR5A ag	SR-BI HDL uptake	HTR5A inv ag	NSD2 HMT inh	V-ATPase pH	MITF act	CDK5 p35 inh
Cc1ccc(C(=O)C2=C(O)C(=O)N(CCCn3ccnc3)C2c2ccc(OC(C)C)cc2)o1 (stereo not drawn)	.	-7	9	-4	-27	12	.	4	6	2.1
COc1ccccc1NC(=O)CC(=O)CSc1nnc(-c2ccc(C)cc2)n1C	-3	-3	-2	-3	23	-16	1	-4	-21	-0.9
Cc1c(C(=O)Nc2ccc(C(=O)Nc3ccccc3)cc2)cccc1[N+](=O)[O-]	-1	-5	11	-3	69	-1	-1	-3	-6	-0.3
CN(C(=O)c1cccc(NC(=O)Cc2ccc(NC(=O)C3CCN(C(=O)C4CCCCC4)CC3)cc2)c1)C1CCCCC1	-3	-22	-9	5	51	-17	.	5	-3	1.1
Cc1c(C(=O)OCC(=O)N2CCC(C)CC2)oc2ccccc12	3	-3	-9	2	26	-6	-2	4	54	-2.6
CN(Cc1ccccc1F)C(=O)CN1CCN(S(=O)(=O)c2ccc3c(c2)OCCCO3)CC1	-1	-10	1	-7	-3	16	-1	-1	-2	-0.5
COc1ccc(C)cc1S(=O)(=O)N1CCc2ccccc2C1	-4	-4	-7	4	-3	-27	-5	-3	.	1.8
COc1ccc2c(c1OC)CN(C)CCc1cc3c(cc1C(O)C2)OCO3 (stereo not drawn)	-1	-7	1	9	-10	-36	.	-3	-2	-0.6
COc1cccc(NC(=O)Cn2c3ccccc3c3nc4n(c(=O)c32)CCCS4)c1	-1	7	-2	-1	2	4	1	0	-6	-0.2
COc1ccc(S(=O)(=O)Nc2cccc3c2O[C@H](CN(C)CC2CCCCC2)[C@@H](C)CN([C@H](C)CO)C3=O)cc1	-1	-7	-4	3	5	-17	.	2	-5	-1.6
COc1cc(C2C(C(=O)N3CCOCC3)=C(C)NC3=C2C(=O)CCC3)ccc1OC(C)=O (stereo not drawn)	-3	5	-1	-3	-26	10	-1	4	1	-0.2
COc1ccc2c(c1)-c1c(sn(-c3ccc(OC)c(OC)c3)c1=S)C(C)(C)N2	.	-6	5	0	108*	17	16	8	-7	-1.1
CC(=O)Nc1ccc(S(=O)(=O)NCCC(=O)N2CCc3ccccc32)cc1	0	-6	-11	-1	.	2	-3	3	12	0.9
CCCn1nnnc1-c1cccc(Cl)c1	-3	-3	22	0	-4	-20	-1	-3	7	-0.8
O=C(C[C@H]1C[C@H](C(=O)N2CCOCC2)[C@@]2(CCC3CCCC3)c3[nH]c4ccc(Cl)cc4c3CCN2C1=O)NCCc1ccccn1	0	-8	-13	2	.	-6	.	2	15	0.8
COC(=O)c1ccc(NC(=O)CCC(=O)c2ccc(F)cc2)cc1	-1	5	-6	-1	-8	2	-3	4	-2	-0.9
Cc1nc2sc(-c3ccccc3)cc2c(=O)[nH]1	8	-7	-9	4	-20	-5	.	0	-26	1.9
CC(=C/c1ccccc1)/C=N/N1CCN(Cc2ccc(C)cc2)CC1	2	-7	-6	-6	-18	0	1	1	.	-1.1
CC1CCCC(C)N1/N=C/c1ccc(N(C)C)cc1 (stereo not drawn)	2	-6	-15	1	-4	-2	.	1	7	0.8
Cc1cccc(C)c1NC(=O)CN(C1CCCCC1)S(C)(=O)=O	0	-6	4	1	-10	-5	-1	9	.	-1.0
O=C(c1ccc([N+](=O)[O-])o1)N1CCCCCC1	4	5	2	5	-14	-12	-1	-1	-25	-0.6
CCCCOc1ccc(C(=O)NN2CCOCC2)cc1	1	-4	-17	7	-18	-9	-2	-1	-5	-0.2
COCC(C)n1c(C)cc(C(=O)COC(=O)c2ccc3ncsc3c2)c1C (stereo not drawn)	.	0	-4	8	24	12	6	-5	11	0.7
CCOC(=O)N1CCN(S(=O)(=O)c2ccc3c(c2)CCN3C(=O)C2CC2)CC1	.	-16	-19	3	-7	12	.	3	-14	-2.9
CN(C)C(=O)c1ccc(N=Nc2c(O)c3ccccc3[nH]c2=O)cc1	27	-7	5	0	-11	0	1	-4	0	6.0
COc1ccc(NC(=O)C(NC(C)=O)C(=O)Nc2ccc(F)cc2)cc1 (stereo not drawn)	1	-1	-7	-2	-25	6	1	2	9	-0.3
C=CCC(CC)C(=O)NC(=O)N1CCCc2ccccc21 (stereo not drawn)	1	2	-8	2	-6	-7	-2	2	-4	1.2
CCOc1ccccc1NC1=C(Cl)C(=O)N(Cc2ccccc2)C1=O	.	-3	1	3	-24	5	3	-3	-7	-0.2
CN(C)C(=O)c1c([N+](=O)[O-])ncn1C	.	10	1	5	-16	-14	-4	-2	2	-0.3
CN(C(=O)CC1C(=O)NCCN1Cc1ccccc1F)C1CCOCC1 (stereo not drawn)	0	-1	0	1	-16	19	6	-1	6	-2.8
COc1cc(CN2CCCN(C)CC2)cc([N+](=O)[O-])c1O	-4	-5	0	-2	-17	7	0	-1	1	-3.2
N#CCCn1cc(C(CC(=O)c2ccc(Br)cc2)C(=O)O)c2ccccc21 (stereo not drawn)	-6	-5	-8	2	0	-5	.	-1	0	0.8
CCCS(=O)(=O)N1CCCC(C(=O)NCCN(CC)c2ccccc2)C1 (stereo not drawn)	.	-3	-5	-7	42	17	-2	2	0	0.4
Cc1cccc(NC(=O)N2CCCc3ccccc32)c1C	-3	-11	-10	2	39	9	-1	1	5	0.5
COc1ccc(C2CC2/C(=N/O)c2ccccn2)cc1 (stereo not drawn)	7	-14	-29	6	0	-16	1	-2	21	-4.3
COc1ccccc1CNC(=O)CCc1nc2ccccc2c(=O)[nH]1	.	3	-10	-6	-6	16	-3	0	-4	1.3
CCNC(=O)c1cccc(NC(=O)c2cc(C3CC3)nc3c2cnn3C(C)C)c1	-1	-22	-7	-8	75*	18	-5	-4	-3	-3.3
Cc1ccc(C[n+]2cc(-c3ccc(Cl)cc3)n3c2CCC3)cc1	1	-3	-8	.	-4	.	0	-4	.	-0.1
CCOC(=O)c1c(NC(=O)COC(=O)Cc2n[nH]c(=O)c3ccccc23)sc(C(=O)N(C)C)c1C	-5	-12	-13	1	20	-3	1	7	-14	-1.0
O=C1CCN(Cc2ccccc2)CCN1CCSc1ccccc1	27	5	-11	-4	-17	10	.	1	61	-2.1
O=C(O)c1ccc(CSc2nnc(-c3cccnc3)n2-c2ccc(Br)cc2)cc1	-1	-2	3	2	-4	-5	2	-1	-2	-0.6
O=C(O)C1=C(C2CCCCC2)C(=O)c2ccccc21	-2	-6	0	-1	-17	4	0	-4	2	0.9
Cc1cc(C)n(-c2nnc3n2N=C(c2ccccc2)CS3)n1	.	0	-13	2	-15	10	1	10	.	1.4
CC1=CC(C)(C)[N+](C)(C)c2ccc(C)cc21	-1	-6	-4	-3	-12	5	-4	-2	-6	0.7
CCCn1nc(C(=O)OCC(=O)Nc2ccc(C(N)=O)cc2)c2ccccc2c1=O	-3	-3	-16	-3	-7	10	0	-1	-9	-2.1

Entries above with bromine, in the order listed:
SMILES	Wnt act	dFosB activator	PvdQ inh	HTR5A ag	SR-BI HDL uptake	HTR5A inv ag	NSD2 HMT inh	V-ATPase pH	MITF act	CDK5 p35 inh
N#CCCn1cc(C(CC(=O)c2ccc(Br)cc2)C(=O)O)c2ccccc21 (stereo not drawn)	-6	-5	-8	2	0	-5	.	-1	0	0.8
O=C(O)c1ccc(CSc2nnc(-c3cccnc3)n2-c2ccc(Br)cc2)cc1	-1	-2	3	2	-4	-5	2	-1	-2	-0.6

Molecules listed so far that contain a Cl atom, in the order listed:
SMILES	Wnt act	dFosB activator	PvdQ inh	HTR5A ag	SR-BI HDL uptake	HTR5A inv ag	NSD2 HMT inh	V-ATPase pH	MITF act	CDK5 p35 inh
CCCn1nnnc1-c1cccc(Cl)c1	-3	-3	22	0	-4	-20	-1	-3	7	-0.8
O=C(C[C@H]1C[C@H](C(=O)N2CCOCC2)[C@@]2(CCC3CCCC3)c3[nH]c4ccc(Cl)cc4c3CCN2C1=O)NCCc1ccccn1	0	-8	-13	2	.	-6	.	2	15	0.8
CCOc1ccccc1NC1=C(Cl)C(=O)N(Cc2ccccc2)C1=O	.	-3	1	3	-24	5	3	-3	-7	-0.2
Cc1ccc(C[n+]2cc(-c3ccc(Cl)cc3)n3c2CCC3)cc1	1	-3	-8	.	-4	.	0	-4	.	-0.1

SR-BI HDL uptake, what is marked active above.
canonical_smiles	Wnt act	dFosB activator	PvdQ inh	SR-BI HDL uptake	NSD2 HMT inh	V-ATPase pH	MITF act	CDK5 p35 inh
COc1ccc2c(c1)-c1c(sn(-c3ccc(OC)c(OC)c3)c1=S)C(C)(C)N2	.	-6	5	108*	16	8	-7	-1.1
CCNC(=O)c1cccc(NC(=O)c2cc(C3CC3)nc3c2cnn3C(C)C)c1	-1	-22	-7	75*	-5	-4	-3	-3.3

(list continues)
SMILES	Wnt act	dFosB activator	PvdQ inh	HTR5A ag	SR-BI HDL uptake	HTR5A inv ag	NSD2 HMT inh	V-ATPase pH	MITF act	CDK5 p35 inh
CCN(CC(=O)Nc1ccc(OC)cc1)C(=O)CCS(=O)(=O)c1ccc(C)cc1	1	-9	-8	-1	-15	9	8	0	-1	0.0
O=C(CC(Cc1ccccc1)c1ccco1)NCc1ccco1 (stereo not drawn)	-2	-7	-13	2	5	-5	2	1	-4	2.4
COc1ccc2sc(-c3ccc(N(C)C)cc3)c(C#Cc3cncn3C)c2c1	-10	-15	-39	6	77*	-45	.	-23	16	0.4
Cc1ccc(C(=O)NNC(=O)c2csc(N3CCOCC3)n2)o1	-1	-2	9	-2	-8	5	-1	0	-5	-1.5
O=c1[nH]c2ccccc2n1CCCSc1cnc2ccccc2n1	.	-6	-23	5	.	6	1	9	7	-1.8
O=C1NN(c2ccccc2)C(=O)/C1=C\c1ccccc1OCC(=O)N1CCOCC1	-1	-8	-12	-1	-30	-8	4	-1	-3	-2.6
CCOC(=O)Cc1csc(NC(=O)c2cc3ccccc3o2)n1	5	-14	-11	1	41	28	-3	-3	37	0.6
CC(C)OC(=O)c1nnc(Cc2ccc(Cl)cc2)o1	-4	-5	-14	-3	-12	8	.	0	0	-2.8
CCCCN=C1NC(=O)C(CC(=O)NCCc2ccc(OC)cc2)S1 (stereo not drawn)	.	-13	-10	-5	18	12	1	1	10	-0.5

Pulled by compound from the entries so far, 3 records:
SMILES	Wnt act	dFosB activator	PvdQ inh	HTR5A ag	SR-BI HDL uptake	HTR5A inv ag	NSD2 HMT inh	V-ATPase pH	MITF act	CDK5 p35 inh
CC1=CC(C)(C)[N+](C)(C)c2ccc(C)cc21	-1	-6	-4	-3	-12	5	-4	-2	-6	0.7
COc1ccc2c(c1OC)CN(C)CCc1cc3c(cc1C(O)C2)OCO3 (stereo not drawn)	-1	-7	1	9	-10	-36	.	-3	-2	-0.6
CCNC(=O)c1cccc(NC(=O)c2cc(C3CC3)nc3c2cnn3C(C)C)c1	-1	-22	-7	-8	75*	18	-5	-4	-3	-3.3
